From PubChem BioAssay
PMI act hi M6P = PMI (human) activation, high substrate. 190,000 compounds, 0.34% hits. coupled PMI enzyme assay, resazurin fluorescence, 20 min; active compounds read high; 1 = untreated enzyme, 0 = substrate-free blank. AID 1216. activation factor at 20 µM;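 active = activation factor of 2 or more at 20 µM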
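Material: human phosphomannose isomerase with PGI, G6PDH, diaphorase coupling enzymes; amount: PMI at 15 ng/mL final; also added: Mannose-6-phosphate 1.0 mM (near-saturating) plus 0.22 mM NADP+; incubation: enzyme reaction with compound 20 min at room temperature; signal: resorufin fluorescence (Ex 544/Em 590 nm) from resazurin via diaphorase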
Diaph act CS = diaphorase activation or chemical reduction counter-screen | Diaphorase/resazurin coupled assay, resorufin fluorescence, 16 min; active compounds read high; 1 = vehicle wells, 0 = NADH-free wells | 190,000 compounds, 0.005% hits | activation factor at 20 µM;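 active = diaphorase activity raised at least twofold by the compound at 20 µM; inactive = activation factor below 2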
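Material: purified diaphorase enzyme from Clostridium kluyveri; Also added: 0.114 mM NADH and 0.1 mM resazurin, final amounts; Doses: single compound dose of 20 µM, 1% DMSO final; Times: 16 min enzyme reaction, ambient temperature; Detection: resorufin fluorescence, excitation 544 nm, emission 590 nm; Measure: increased resorufin signal from activators or reducing compounds.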
ROMK primary = modulators of human ROMK potassium channel; Tet-inducible ROMK, thallium flux fluorescence; actives lie on both sides; B-score at 10 µM; 130,000 compounds, 2% hits; AID 1918;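 active = signal ratio slope over the read window, or its plate-corrected B-score, at least 3 SD from the plate mean, either direction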;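 note: B-score of the F/F0 ratio slope over 7 to 12 s after thallium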
Target sequence (P48048 whole entry, looked up): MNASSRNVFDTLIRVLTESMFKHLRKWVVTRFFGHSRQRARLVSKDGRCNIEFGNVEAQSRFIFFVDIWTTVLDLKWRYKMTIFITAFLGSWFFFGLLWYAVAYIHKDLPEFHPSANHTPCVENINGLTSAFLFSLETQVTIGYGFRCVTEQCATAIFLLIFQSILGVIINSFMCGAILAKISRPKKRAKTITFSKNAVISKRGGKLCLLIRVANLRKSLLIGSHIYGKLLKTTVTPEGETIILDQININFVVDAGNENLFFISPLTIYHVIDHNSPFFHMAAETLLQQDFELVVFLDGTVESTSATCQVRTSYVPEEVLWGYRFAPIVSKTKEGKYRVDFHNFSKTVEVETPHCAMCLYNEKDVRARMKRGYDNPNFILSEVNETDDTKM
PPARg SRC2 recr = agonists of SRC-2 recruitment by human PPARgamma; PPARgamma LBD-SRC-2 recruitment, biochemical; activation, % at 8 µM; 200,000 compounds, 0.34% hits; in the data active = activation above about 22%;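 note: 0% = vehicle and 100% = reference agonist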
Target sequence (P37231 whole entry, looked up, the tested form may be a part): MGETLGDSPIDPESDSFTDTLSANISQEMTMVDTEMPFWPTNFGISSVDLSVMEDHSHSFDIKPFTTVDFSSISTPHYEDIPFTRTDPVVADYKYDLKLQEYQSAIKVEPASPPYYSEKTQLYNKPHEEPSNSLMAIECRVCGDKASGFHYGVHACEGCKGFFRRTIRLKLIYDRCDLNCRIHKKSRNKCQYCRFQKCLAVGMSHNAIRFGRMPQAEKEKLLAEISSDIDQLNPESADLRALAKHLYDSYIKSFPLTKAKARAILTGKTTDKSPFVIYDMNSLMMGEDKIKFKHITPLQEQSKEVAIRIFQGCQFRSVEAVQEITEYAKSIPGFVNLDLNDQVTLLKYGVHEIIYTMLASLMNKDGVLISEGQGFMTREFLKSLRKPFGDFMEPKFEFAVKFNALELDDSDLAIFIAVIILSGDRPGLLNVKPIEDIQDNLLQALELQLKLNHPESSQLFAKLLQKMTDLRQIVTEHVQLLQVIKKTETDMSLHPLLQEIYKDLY
Diaphorase inh = diaphorase inhibition or chemical oxidation counter-screen. diaphorase resazurin-to-resorufin fluorescence, NADH, 16 min; bacterial (C. kluyveri) enzyme, not human. inhibition, % at 20 µM. 190,000 compounds, 0.69% hits;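 active = primary screen inhibition at 20 µM above a set limit, cut at about 50% in these data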;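 note: plate controls were DMSO with full reaction for no effect and wells lacking NADH for full effect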
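Detection: fluorescence of resorufin formed from resazurin, Ex 544/Em 590 nm; test system: Clostridium kluyveri diaphorase enzyme; amount: 0.14 U/mL diaphorase, enzyme working solution; times: 16-min room-temperature incubation before reading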
PPARg SRC3 recr = PPARgamma-driven SRC-3 recruitment agonism; P37231; biochemical PPARgamma/SRC-3 coactivator recruitment assay; activation, % at 8 µM; 200,000 compounds, 0.26% hits; AID 731; in the data active = activation above about 23%;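 note: 0% = DMSO and 100% = reference agonist; some compounds past the cut are filed as inactive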
PMI activator = increases human mannose-6-phosphate isomerase activity; 190,000 compounds, 0.005% hits; activation factor at 20 µM; AID 1214; purified human PMI, coupled resazurin fluorescence, 20 min; active compounds read high; 1 = vehicle control, 0 substrate-free wells;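 active = activation factor of 2 or more at 20 µM, relative to plate controls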
PPARg SRC1 recr = agonists of human PPARgamma SRC-1 coactivator recruitment; PPARgamma-SRC-1 coactivator recruitment biochemical assay; activation, % at 8 µM; 200,000 compounds, 0.41% hits; P37231; AID 631; in the data active = activation above about 19%;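 note: 0% = DMSO and 100% = reference agonist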
S1P3 antag = blocks the human S1P3 receptor | Q99500 | CHO S1P3 NFAT-BLA reporter, FRET fluorescence, antagonist mode | inhibition, % at 4.98 µM | 170,000 compounds, 0.27% hits;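 active = inhibition above the plate cutoff, the mean inhibition of test wells on that plate plus 3 SD, cut at about 28% in these data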;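 note: cells challenged with S1P at its EC80 of 0.8 µM; blue over green emission ratio from cleaved BLA substrate after 4 h stimulation; 0% = S1P-stimulated wells and 100% = unstimulated DMSO-only wells; some compounds past the cut are filed as inactive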
SRC2 TRFRET art = flags TR-FRET format artefacts in PPARgamma SRC-2 recruitment agonist screen. TR-FRET artefact counter-screen; active compounds read high. TR-FRET ratio at 8 µM. 200,000 compounds, 0.4% hits; in the data active = TR-FRET ratio above about 2000; note: inactives centre near 1500
G6PDH CS = L. mesenteroides G6PDH inhibition counter-screen | inhibition, % at 5 µM | Purified L. mesenteroides G6PDH, diaphorase/resazurin coupled fluorescence, 45 min | 200,000 compounds, 0.12% hits | AID 1020; in the data active = inhibition above about 50%
The depositor's hits bear a star; . = no result given.

canonical_smiles | PMI act hi M6P | Diaph act CS | ROMK primary | PPARg SRC2 recr | Diaphorase inh | PPARg SRC3 recr | PMI activator | PPARg SRC1 recr | S1P3 antag | SRC2 TRFRET art | G6PDH CS
Cc1cc(NC(=O)c2nn(C)c(C)c2[N+](=O)[O-])no1 | 1 | 1 | . | 9 | 1 | 9 | 0.9 | 4 | . | 1688 | 6
COc1ccc(C(=O)N2CCC(C(=O)Nc3ccc(C)cc3)CC2)cc1 | 0.9 | 0.9 | 0.55 | -3 | 12 | 0 | 0.9 | 0 | -25 | 1762 | 4
O=C1c2ccccc2CN1CCSC(=S)N1CCSCC1 | 1.1 | 1 | -0.54 | 0 | 0 | 3 | 1.1 | 4 | -13 | 1491 | 11
CS(=O)(=O)N(CC(=O)Nc1ccccc1-c1ccccc1)c1ccc(F)cc1 | 0.8 | 0.9 | 0.7 | 8 | 12 | -1 | 0.8 | 8 | 14 | 1781 | 10
COc1cccc(C(C(=O)NC(C)(C)C)N(Cc2ccco2)C(=O)CCC(=O)Nc2cc(C)on2)c1OC (stereo not given) | 0.9 | 0.9 | -0.76 | -1 | 11 | 0 | 0.9 | 5 | -11 | 1661 | 21
O=C(Cn1nnc(-c2ccccc2NC(=O)c2ccco2)n1)Nc1ccccc1 | 1 | 0.9 | . | 2 | 6 | -5 | 0.9 | 6 | -23 | 1535 | -3
COc1ccc(NC(=O)c2ccc(C)o2)c([N+](=O)[O-])c1 | 0.9 | 0.9 | -0.087 | 3 | 13 | 1 | 0.9 | -1 | 28 | 1640 | 7
CCOc1ccc(C(=O)O)cn1 | 1.1 | 0.9 | 1 | -4 | 5 | -5 | 1.1 | -2 | -10 | 1327 | 1
Cc1ccc(NC(=O)c2ccccc2-c2ccc(C(F)(F)F)cc2)cc1S(=O)(=O)N1CCOCC1 | 0.9 | 0.8 | . | 6 | 22 | 6 | 1 | 0 | -6 | 1510 | 6
CCC(=O)Nc1ccc(C(=O)Nc2ccc(OC)cc2[N+](=O)[O-])cc1 | 0.9 | 1 | . | -3 | 1 | 0 | 0.9 | -7 | -8 | 1484 | -14
Cc1nc2sc(C(c3ccc(C(C)C)cc3)N3CCN(CCO)CC3)c(O)n2n1 (stereo not given) | 0.9 | 0.9 | . | -5 | 13 | 0 | 0.9 | 0 | -13 | 1517 | -7
C=CCc1ccc(OCCCCN2CCC(C)CC2)c(OC)c1 | 1 | 1 | . | 0 | 4 | 1 | 0.8 | 2 | -7 | 1478 | 11
C=CCOc1c(Cl)cc(CNc2ccc3[nH]c(=O)[nH]c3c2)cc1OC | 0.7 | 0.6 | -0.13 | -10 | 36 | -1 | 0.7 | 7 | 2 | 1591 | 3
CCOc1ccc(NC(=O)C[n+]2ccccc2)cc1 | 0.9 | 1 | 0.0031 | -3 | -1 | -2 | 1 | -4 | -4 | 1488 | -1
COc1cccc(C2=CC(c3cccc(OC)c3OC(F)F)n3nnnc3N2)c1 (stereo not given) | 1.1 | 1 | . | 3 | 0 | -4 | 1 | 4 | 31 | 1490 | 0

Sorted by count of non-hydrogen atoms (highest first): some entries from above.
canonical_smiles | PMI act hi M6P | Diaph act CS | ROMK primary | PPARg SRC2 recr | Diaphorase inh | PPARg SRC3 recr | PMI activator | PPARg SRC1 recr | S1P3 antag | SRC2 TRFRET art | G6PDH CS
COc1cccc(C(C(=O)NC(C)(C)C)N(Cc2ccco2)C(=O)CCC(=O)Nc2cc(C)on2)c1OC (stereo not given) | 0.9 | 0.9 | -0.76 | -1 | 11 | 0 | 0.9 | 5 | -11 | 1661 | 21
Cc1ccc(NC(=O)c2ccccc2-c2ccc(C(F)(F)F)cc2)cc1S(=O)(=O)N1CCOCC1 | 0.9 | 0.8 | . | 6 | 22 | 6 | 1 | 0 | -6 | 1510 | 6
COc1cccc(C2=CC(c3cccc(OC)c3OC(F)F)n3nnnc3N2)c1 (stereo not given) | 1.1 | 1 | . | 3 | 0 | -4 | 1 | 4 | 31 | 1490 | 0
CS(=O)(=O)N(CC(=O)Nc1ccccc1-c1ccccc1)c1ccc(F)cc1 | 0.8 | 0.9 | 0.7 | 8 | 12 | -1 | 0.8 | 8 | 14 | 1781 | 10
COc1ccc(C(=O)N2CCC(C(=O)Nc3ccc(C)cc3)CC2)cc1 | 0.9 | 0.9 | 0.55 | -3 | 12 | 0 | 0.9 | 0 | -25 | 1762 | 4
C=CCOc1c(Cl)cc(CNc2ccc3[nH]c(=O)[nH]c3c2)cc1OC | 0.7 | 0.6 | -0.13 | -10 | 36 | -1 | 0.7 | 7 | 2 | 1591 | 3
C=CCc1ccc(OCCCCN2CCC(C)CC2)c(OC)c1 | 1 | 1 | . | 0 | 4 | 1 | 0.8 | 2 | -7 | 1478 | 11
O=C1c2ccccc2CN1CCSC(=S)N1CCSCC1 | 1.1 | 1 | -0.54 | 0 | 0 | 3 | 1.1 | 4 | -13 | 1491 | 11
COc1ccc(NC(=O)c2ccc(C)o2)c([N+](=O)[O-])c1 | 0.9 | 0.9 | -0.087 | 3 | 13 | 1 | 0.9 | -1 | 28 | 1640 | 7
Cc1cc(NC(=O)c2nn(C)c(C)c2[N+](=O)[O-])no1 | 1 | 1 | . | 9 | 1 | 9 | 0.9 | 4 | . | 1688 | 6
CCOc1ccc(C(=O)O)cn1 | 1.1 | 0.9 | 1 | -4 | 5 | -5 | 1.1 | -2 | -10 | 1327 | 1

Exported with two lines to a compound: two of the compounds above
The line under a structure holds: PMI act hi M6P, Diaph act CS, ROMK primary, PPARg SRC2 recr, Diaphorase inh, PPARg SRC3 recr, PMI activator, PPARg SRC1 recr, S1P3 antag, SRC2 TRFRET art, G6PDH CS
- O=C(Cn1nnc(-c2ccccc2NC(=O)c2ccco2)n1)Nc1ccccc1
 : 1, 0.9, ., 2, 6, -5, 0.9, 6, -23, 1535, -3
- CCOc1ccc(C(=O)O)cn1
 : 1.1, 0.9, 1, -4, 5, -5, 1.1, -2, -10, 1327, 1

New compounds follow
canonical_smiles | PMI act hi M6P | Diaph act CS | ROMK primary | PPARg SRC2 recr | Diaphorase inh | PPARg SRC3 recr | PMI activator | PPARg SRC1 recr | S1P3 antag | SRC2 TRFRET art | G6PDH CS
Cc1cc([N+](=O)[O-])ccc1NC(=O)c1cncc(Br)c1 | 1 | 0.9 | 1.1 | -3 | 13 | 0 | 1 | 0 | 15 | 1777 | 2
C=CCn1cnc2c(nnn2-c2ccc(C)c(Cl)c2)c1=O | 0.9 | 0.9 | 1 | -2 | 7 | -1 | 1 | -9 | 9 | 1647 | 0
COc1ccc(/C=C/C(=O)NC(=S)NNC(=O)c2cccs2)cc1 | 1.3 | 0.7 | 1.4 | 1 | 29 | -2 | 1.2 | -1 | -17 | 1596 | 0
O=C(COC(=O)CCc1nc2ccccc2s1)NCc1ccco1 | 1.1 | 1 | -0.59 | 10 | -3 | 2 | 1.2 | 2 | -27 | 1717 | 7
COc1ccc(NS(=O)(=O)c2ccc(NC(=O)C3CCCO3)cc2)cc1 (stereo not given) | 0.9 | 0.8 | . | 3 | 15 | -7 | 0.8 | 0 | -41 | 1469 | 3
Cc1ccc(S(=O)(=O)N2CCCC2C(=O)OCc2ccccc2)cc1 (stereo not given) | 1.2 | 0.9 | -0.91 | -6 | 10 | 2 | 1.1 | -4 | 2 | 1585 | 4
COC(=O)/C(=C/c1c[nH]c2ccccc12)NC(C)=O | 0.9 | 0.9 | 0.22 | 1 | 10 | -1 | 0.9 | -5 | 1 | 1383 | -4
CCCNC(=O)c1nnsc1S(=O)c1ccc(Cl)cc1 (stereo not given) | 1.2 | 1 | -6.4* | 0 | 2 | -2 | 1.1 | 2 | -4 | 1613 | 8
CCCC1NC(=S)N(C2CCCCC2)C1=O (stereo not given) | 0.9 | 0.8 | -1.3 | 4 | 16 | 2 | 0.8 | -9 | -13 | 1538 | 11
COc1ccccc1Oc1ccc(S(=O)(=O)N2CCOCC2)cc1S(=O)(=O)N1CCOCC1 | 1 | 0.8 | . | 7 | 17 | 11 | 1 | -2 | 3 | 1580 | 3
C=CCN1C(=O)CSC1=Nc1cccc(O)c1 | 0.9 | 0.9 | . | 13 | 12 | 10 | 0.9 | -1 | . | 1441 | 2
S=c1[nH]nc(-c2ccccn2)n1/N=C/c1ccc(Br)s1 | 0.9 | 0.7 | . | -4 | 32 | 7 | 0.9 | 2 | -7 | 1578 | 9
Cc1ccccc1C(=O)Nc1ccc(-c2nc3ccc(C(=O)c4ccccc4)cc3[nH]2)cc1 | 1 | 0.8 | . | 2 | 20 | 2 | 1 | 8 | . | 1899 | -2
O=C(NCc1cccnc1)/C(=C/c1ccco1)NC(=O)c1ccccc1 | 0.9 | 0.9 | . | 2 | 8 | 13 | 1 | 10 | . | 1520 | -7
CN(C(=O)c1ccc2c(c1)CCN2S(C)(=O)=O)c1ccccc1 | 1 | 1 | -0.96 | 1 | -2 | -6 | 0.9 | -8 | -3 | 1739 | 1
CC(=O)Nc1ccc(S(=O)(=O)c2ccc(C)cc2)cc1 | 0.9 | 0.8 | -1.6 | 11 | 16 | 4 | 0.9 | 4 | -25 | 1526 | -5
S=C(Nc1ccc(Cl)cc1)NN1CCOCC1 | 1.1 | 1 | . | -10 | -3 | 2 | 1 | -3 | -24 | 1495 | -6
Cc1cc(Br)ccc1SCC(=O)OCC(=O)NC1CC1 | 1 | 0.9 | 1.7 | 4 | 7 | -6 | 1 | 2 | -4 | 1616 | 1
CCOC(=O)C(CCC(=O)O)(CCC(C)C)c1csc(N)n1 (stereo not given) | 1 | 0.9 | 2.2 | -3 | 12 | -5 | 0.9 | -1 | . | 1304 | 7
N=P(N1CCOCC1)(N1CCOCC1)C12CC3CC(CC(C3)C1)C2 | 1 | 0.9 | . | 3 | 11 | -1 | 1 | -3 | 3 | 1571 | 11
O=C(O)c1nn(-c2ccccc2)c(-c2ccccc2)c1C(=O)c1ccccc1 | 1.1 | 1 | 0.75 | 1 | 4 | 0 | 1.1 | -4 | -7 | 1509 | 9
Cc1ccc(S(=O)(=O)N2CC(O)CC2C(=O)Nc2ccc3c(c2)CCC3)cc1 (stereo not given) | 1 | 0.9 | . | 0 | 6 | -1 | 0.9 | -8 | 9 | 1538 | 2
C=CCOC(=O)CCCC(=O)NC1CCCCC1 | 0.8 | 0.8 | -0.034 | -3 | 15 | 11 | 0.8 | 3 | . | 1303 | 14
Cc1cc(C)cc(N(CCC(=O)O)S(=O)(=O)c2ccc3ccccc3c2)c1 | 0.9 | 0.9 | 1.7 | -1 | 9 | 0 | 1 | -3 | -9 | 1422 | 13
